Source: PubChem BioAssay (several laboratories)
HTR5A ag: counter-screen for OPRM1-OPRD1 agonists: human HTR5A agonism; activation, % at 9.3 µM; HTR5A agonist assay, luminescence, cell-based; AID 504692; 0.61% of 340,000 active; in the data active = activation mostly above about 9.5%, no sharp cut-off; inactive = mostly below about 7.6%;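 also: 0% = cells with vehicle only and 100% = reference agonist; strong numbers were not always called active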
DAGLB inhibitor: diacylglycerol lipase beta (human) inhibition. 0.059% of 340,000 active. HEK293T DAGLB membrane lysate, EnzChek fluorogenic substrate. inhibition, % at 5.17 µM; in the data active = inhibition above about 34%;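 also: 0% = enzyme with vehicle and 100% = wells lacking enzyme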
Target sequence (Q8NCG7 whole entry, looked up): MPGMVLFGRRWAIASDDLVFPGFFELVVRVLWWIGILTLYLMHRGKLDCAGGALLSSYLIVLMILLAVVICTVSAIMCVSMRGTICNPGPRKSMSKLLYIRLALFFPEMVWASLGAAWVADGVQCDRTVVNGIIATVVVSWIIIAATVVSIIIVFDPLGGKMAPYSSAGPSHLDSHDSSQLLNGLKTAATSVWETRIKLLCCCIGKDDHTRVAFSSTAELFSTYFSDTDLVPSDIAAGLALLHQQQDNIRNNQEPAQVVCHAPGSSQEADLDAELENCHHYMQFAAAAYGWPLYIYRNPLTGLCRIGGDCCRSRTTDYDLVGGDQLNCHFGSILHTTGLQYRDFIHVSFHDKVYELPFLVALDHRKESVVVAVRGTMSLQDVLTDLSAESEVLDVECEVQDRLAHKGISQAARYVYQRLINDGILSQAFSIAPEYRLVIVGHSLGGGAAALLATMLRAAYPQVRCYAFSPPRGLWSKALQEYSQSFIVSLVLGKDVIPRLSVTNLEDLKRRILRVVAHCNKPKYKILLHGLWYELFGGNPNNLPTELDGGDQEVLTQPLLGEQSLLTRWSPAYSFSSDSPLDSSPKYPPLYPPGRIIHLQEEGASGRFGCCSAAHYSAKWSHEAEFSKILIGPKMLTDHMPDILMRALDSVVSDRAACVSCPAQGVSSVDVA
PKA-R1A activ: activates the PKA-R1A holoenzyme complex | 0.083% of 340,000 active | P00514+P68181 | PKA-R1A dissociation, Cy5-IP20 fluorescence polarization; scaled: DMSO 0%, 113 µM cGMP 100% | AID 504707 | activation, % at 11.4 µM;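 active = percent activation above the mean of all tested compounds plus 3 SD, cut at about 19% in these data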;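 also: higher means more PKAc released from R1A so a rise in polarization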
phage Ecoli inh: E. coli growth loss with phage present; AID 651602; 0.26% of 360,000 active; growth absorbance; inhibition, % at 11.9 µM; in the data active = inhibition above about 11%
Tat transport: blocks Tat-dependent protein export in E. coli; E. coli MC4100 TorA-mCherry Tat export, fluorescence; inhibition, % at 10 µM; 0.036% of 340,000 active;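 active = mean replicate inhibition at least 50% and at least half of replicates individually reaching 50%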;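 also: exported cargo escapes ClpAP degradation while cytoplasmic cargo is degraded and loses fluorescence; 0% = median of neutral control wells and 100% = median of NaSCN control wells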
HTR5A inv ctr: HTR5A inverse agonism, opioid heterodimer counter-screen; P47898; HTR5A cell line, luminescence; inhibition, % at 9.3 µM; 0.083% of 340,000 active; in the data active = inhibition mostly above about 23%, no sharp cut-off; inactive = mostly below about 18%;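 also: 0% = cells with DMSO and 100% = no-cell wells with DMSO; some compounds called inactive have numbers as strong as hits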
SUMO Mot1 rescue: blocks SUMOylation pathway, rescuing yeast Mot1-301 growth. S. cerevisiae Mot1-301 growth rescue, ATP luminescence, 38.5C; percent above DMSO median, 100 means doubled. growth rescue, % at 18.8 µM. 1% of 320,000 active. AID 2716;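 active = every valid replicate shows activation above 250% relative to neutral control wells; inactive = the rest, any valid replicate at or below 250%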;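 also: OY570 slx delta 5 strain wells were the positive control but not used for scaling; some compounds called inactive have numbers as strong as hits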
E coli growth: counter-screen for AddAB inhibitors: E. coli growth inhibition; AID 449728; 0.27% of 330,000 active; E. coli V3065 growth, OD600 absorbance, 18 h; inhibition, % at 11.9 µM;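 active = inhibition above the campaign's mean inhibition across all tested compounds plus 3 SD, cut at about 9.9% in these data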;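 also: uninfected addAB+ strain grown without phage in ampicillin broth; 0% = DMSO wells and 100% = ciprofloxacin 0.95 µg/ml wells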
PKA-R2B activ: PKA-R2B complex activation; PKA-R2B holoenzyme dissociation, Cy5-IP20 fluorescence polarization; R2B truncated from residue 108, S112A mutant; 0% DMSO only, 100% 113 µM cGMP; AID 504700; 0.079% of 340,000 active; activation, % at 11.4 µM; P22694+P31323;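 active = activation above a cutoff set at the mean over all compounds plus 3 SD, cut at about 18% in these data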;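 also: higher means more holoenzyme dissociation and a rise in polarization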
Target sequence (P31323 whole entry, looked up, other chains not shown, the tested form may be a part): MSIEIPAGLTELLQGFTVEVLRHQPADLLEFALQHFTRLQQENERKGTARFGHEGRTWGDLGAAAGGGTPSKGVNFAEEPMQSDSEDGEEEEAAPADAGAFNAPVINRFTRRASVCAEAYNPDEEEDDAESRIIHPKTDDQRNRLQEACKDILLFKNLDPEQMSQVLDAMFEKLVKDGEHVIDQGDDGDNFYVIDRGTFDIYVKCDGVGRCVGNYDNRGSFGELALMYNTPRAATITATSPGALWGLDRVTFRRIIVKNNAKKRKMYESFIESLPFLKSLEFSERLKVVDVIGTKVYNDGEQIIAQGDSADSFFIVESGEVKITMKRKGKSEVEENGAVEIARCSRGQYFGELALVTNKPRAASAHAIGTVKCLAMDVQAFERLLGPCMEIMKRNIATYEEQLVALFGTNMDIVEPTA
AddAB inh: less growth of phage-infected E. coli with AddAB; inhibition, % at 11.9 µM; 0.29% of 330,000 active; AID 435030; E. coli expressing H. pylori AddAB, absorbance growth; in the data active = inhibition above about 12%;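 also: 0% = vehicle wells of infected cells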
CDK5 p35 inh: CDK5/p35 (human) kinase inhibition. AID 488839. Q00535+Q15078. Recombinant CDK5/p35, ADP-Glo luminescence, 60 min. inhibition, % at 10 µM. 0.01% of 330,000 active;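 active = highest replicate inhibition of at least 50% and at least 75% of replicates reaching 50%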;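 also: plate controls were DMSO neutral control for no effect and GW8510 at 10 µM for full effect; many of its hits are not listed in these tables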
An asterisk follows results filed as active; / = not tested or not shown; + = active, no number. Compounds as they come (roughly 2.3% active in at least one column).

SMILES | HTR5A ag | DAGLB inhibitor | PKA-R1A activ | phage Ecoli inh | Tat transport | HTR5A inv ctr | SUMO Mot1 rescue | E coli growth | PKA-R2B activ | AddAB inh | CDK5 p35 inh
Nc1ncnc2c1ncn2[C@@H]1O[C@H](CNCc2ccc(OCC(=O)Nc3ccccn3)cc2)[C@@H](O)[C@H]1O | 0 | -2 | 0 | 1.7 | -6 | 0 | -7 | -0.5 | -1 | 1.3 | 0.0
CCN(CC)S(=O)(=O)c1ccc(C(=O)NCc2cccs2)cc1 | -3 | -1 | 3 | 1.4 | 5 | 6 | / | 1.1 | -10 | 0.0 | -4.8
COc1cc(C)ccc1OCCCOc1ccccc1Br | 5 | -14 | -2 | 1.8 | 7 | -12 | + | 0.5 | 2 | 2.2 | -0.1
C[n+]1c(-c2ccccc2)cc2c(=Cc3ccccc3)c3ccccc3n21 | 2 | 4 | 1 | -3.7 | -84 | -7 | / | / | 8 | / | 2.8
CC(OC(=O)/C(C#N)=C/c1ccco1)C(=O)N(C)c1ccccc1 (stereo unspecified) | 4 | -2 | 4 | 2.6 | 5 | -15 | 1 | -1.1 | 4 | 1.0 | 1.2
CC1CC(=O)N(c2ccc(NCc3ccccc3Cl)c([N+](=O)[O-])c2)C1=O (stereo unspecified) | 6 | 6 | -1 | 1.1 | 7 | -20 | -20 | 0.7 | -2 | 4.5 | 0.4
CC1Cc2ccccc2N1C(=O)CSc1nc2cc3c(cc2cc1C#N)OCO3 (stereo unspecified) | 0 | -3 | -2 | 1.1 | 3 | -1 | -5 | -0.7 | -14 | 2.3 | 2.1
OCC[C@H]1C[C@@H](O)[C@H](O)[C@@]2(Cc3ccccc3O2)O1 | 4 | -4 | -8 | 3.6 | -8 | 22 | -10 | 1.7 | -8 | -0.7 | -1.6
O=C(c1cnn2c(C(F)F)cc(-c3ccccc3)nc12)N1CCc2ccccc21 | 8 | 1 | 0 | 3.4 | 0 | -22 | -15 | -2.5 | 3 | 5.4 | -2.1
COc1ccc(NS(=O)(=O)c2ccc3c(c2)NC(=O)C(C)S3)cc1 (stereo unspecified) | -1 | 1 | -2 | 4.3 | -3 | 4 | 12 | 0.8 | -4 | 0.3 | 1.1
CCC(C)(NC(=O)c1ccc(=O)[nH]c1)C(=O)NC1CCCC1 (stereo unspecified) | -4 | 0 | -6 | 2.1 | 2 | 11 | -10 | 0.2 | -14 | 2.3 | 2.0
O=C(Nc1ccc(F)cc1)C1CCN(C(=O)c2ccc([N+](=O)[O-])cc2)CC1 | 0 | 3 | -8 | 1.8 | 2 | 11 | 6 | 1.6 | -4 | -1.2 | -5.1
COc1ccc(NC(=O)Nc2cccc3c2O[C@H](CN(C)S(=O)(=O)c2cn(C)cn2)[C@@H](C)CN([C@H](C)CO)C3=O)cc1 | 2 | -3 | -18 | 2.0 | -10 | -20 | -10 | -0.3 | -14 | 0.2 | -0.5
COc1ccc(C(=O)NCc2nnc(SCCOc3ccccc3)n2C)cc1 | 0 | 0 | 5 | 1.6 | -1 | 1 | 26 | -1.9 | 5 | 1.2 | 1.8
Cc1cccc(C)c1NC1=C(Cl)C(=O)OC1OC(C)C (stereo unspecified) | -3 | -1 | -7 | 3.1 | -9 | 0 | 9 | 0.3 | -2 | 4.1 | 0.3
COc1cccc(C(=O)N2CCN(Cc3ccccn3)CC2)c1OC | 2 | -1 | 6 | 1.4 | -3 | 6 | -4 | 2.2 | -8 | 4.6 | 0.9
CCOC(=O)N1CCN(C(=O)CN(Cc2ccccc2)S(=O)(=O)c2ccc(OC)c(Cl)c2)CC1 | 0 | -4 | 0 | 3.0 | 9 | 2 | 293 | -0.1 | 1 | 0.4 | 0.4
Cc1ccc(C)n1-c1nn(S(=O)(=O)c2cccc(C(F)(F)F)c2)c2cccc(F)c12 | / | / | / | -2.3 | 3 | / | -9 | -1.1 | / | -1.4 | -0.5
CCOc1cc(CNCCc2ccc(S(N)(=O)=O)cc2)ccc1OCc1ccccc1 | -1 | -2 | 1 | 2.1 | -3 | 3 | -17 | -0.2 | -1 | -0.4 | 1.2
Cc1[nH]c2ccccc2c1C(=O)C(=O)N1CCN(C)CC1 | 6 | -3 | -4 | 2.1 | -7 | -15 | -1 | 2.5 | -7 | 5.5 | -3.4

Quoted at random: 2 entries already listed.
SMILES | HTR5A ag | DAGLB inhibitor | PKA-R1A activ | phage Ecoli inh | Tat transport | HTR5A inv ctr | SUMO Mot1 rescue | E coli growth | PKA-R2B activ | AddAB inh | CDK5 p35 inh
C[n+]1c(-c2ccccc2)cc2c(=Cc3ccccc3)c3ccccc3n21 | 2 | 4 | 1 | -3.7 | -84 | -7 | / | / | 8 | / | 2.8
O=C(Nc1ccc(F)cc1)C1CCN(C(=O)c2ccc([N+](=O)[O-])cc2)CC1 | 0 | 3 | -8 | 1.8 | 2 | 11 | 6 | 1.6 | -4 | -1.2 | -5.1

New compounds follow.
SMILES | HTR5A ag | DAGLB inhibitor | PKA-R1A activ | phage Ecoli inh | Tat transport | HTR5A inv ctr | SUMO Mot1 rescue | E coli growth | PKA-R2B activ | AddAB inh | CDK5 p35 inh
CC(=O)N1N=C(c2cccc(NS(C)(=O)=O)c2)CC1c1ccc2c(c1)OCO2 (stereo unspecified) | -3 | 1 | 2 | 0.9 | -3 | 12 | -3 | 0.6 | 7 | 0.5 | 0.6
Cc1ccc(C(=O)OCC(=O)Nc2ccc(N3CCOCC3)cc2)cc1 | 0 | 1 | -3 | 5.4 | -4 | 18 | / | / | -9 | / | -1.0
O=C(Nc1ccc(NC(=O)c2cccs2)cc1)c1ccccc1 | -1 | 6 | -1 | 1.4 | -7 | -25 | 107 | 0.8 | -15 | 2.7 | -0.6
C=C1C(=O)O[C@@H]2[C@H]3O[C@]3(C)CC/C=C(\C)CC[C@@H]12 | -2 | 1 | -10 | 2.9 | 9 | -2 | 382 | -1.6 | -11 | 0.8 | 1.7
CC1CCCC(C)N1CCOc1cc(N)ccc1C#N (stereo unspecified) | 3 | 0 | -2 | 2.4 | -2 | -14 | / | / | 14 | / | 0.7
COc1ccc(CCNC(=O)CSC2=Nc3ccccc3C3=NC(C(C)C)C(=O)N23)cc1OC (stereo unspecified) | 3 | -1 | -13 | 1.2 | 9 | -17 | 48 | -1.2 | 6 | 1.7 | -0.1
CCOc1cc(-c2noc(CCC(=O)NC3CCCCC3)n2)ccc1OC | 0 | 0 | 3 | -0.9 | 27 | 1 | -6 | 0.1 | -5 | 1.5 | -8.9
CC(=O)Nc1ccc(S(=O)(=O)NCCC(=O)OCCN2C(=O)c3ccccc3C2=O)cc1 | 0 | 2 | 0 | -0.7 | -7 | 7 | 0 | 0.7 | -3 | -0.3 | -2.0
O=C(Nc1cccnc1)c1ccc(Br)s1 | 0 | 1 | -8 | 3.0 | -9 | -15 | 296 | -0.8 | -7 | 2.0 | -0.6
Cc1nc2ccc(NC(=O)C(F)(F)F)cc2o1 | 1 | -3 | -4 | 1.2 | 7 | 17 | -4 | 3.2 | 2 | 1.5 | -2.0
COc1ccccc1-c1cc(C(F)(F)F)nc(N2CCCCC2)n1 | 3 | -10 | -7 | 1.9 | 1 | 9 | -19 | -0.2 | 0 | 2.8 | -0.4
O=C1c2ccccc2C(=O)N1CCc1nc2ccccc2c(=O)n1CCCn1ccnc1 | 4 | -3 | -2 | 4.5 | 4 | -9 | 355 | -0.5 | -1 | 1.4 | -1.0
CN(C)CCCN(C(=O)c1ccc(S(=O)(=O)N2CCCCCC2)cc1)c1nc2c(F)cc(F)cc2s1 | 6 | 1 | -2 | 5.5 | 13 | 9 | -1 | 0.0 | -15 | 0.2 | -9.6
O=C(OCCN=C1NS(=O)(=O)c2ccccc21)C1CC(=O)N(c2ccc(Cl)cc2)C1 (stereo unspecified) | -2 | -2 | -3 | 1.4 | -2 | 7 | -15 | 2.8 | 5 | 1.1 | -0.4
Cc1oc(-c2ccccc2F)nc1CS(=O)(=O)CC(=O)NCCCN1CCc2ccccc2C1 | 0 | -1 | 2 | 2.0 | -5 | 0 | 16 | 0.0 | -1 | 3.2 | -0.5
COc1ccc(-c2cc3c(=O)n(CC(=O)NCCCN4CCC(N5CCCCC5)CC4)nc(C)n3n2)cc1 | 1 | 0 | 3 | -0.9 | -7 | -4 | -16 | -1.9 | 10 | 2.5 | -1.8
O=S(=O)(c1ccccc1)N1CCN(C(=S)NCCc2ccccc2)CC1 | -3 | -3 | -14 | -1.0 | -2 | -1 | 2 | 0.0 | 10 | 0.0 | -3.6
CCOC(=O)c1sc(=S)n(C)c1NC(=O)c1ccc(C(C)(C)C)cc1 | 0 | -10 | -17 | 4.2 | 9 | -8 | -12 | 1.1 | -4 | -0.3 | 0.0
COc1ccc(/C(O)=C2/C(=O)C(=O)N(Cc3ccco3)C2c2cccs2)cc1 (stereo unspecified) | -3 | 1 | -8 | -2.5 | -1 | 0 | -6 | 0.9 | -2 | 2.0 | -1.2
CCOc1ccc(S(=O)(=O)N2CCN=C2c2ccccc2)c(C)c1C | -2 | 0 | 2 | 0.6 | 8 | -4 | 1 | 1.7 | -3 | 2.2 | 0.1
CC(C)(C)c1cc(-c2nc(N)nc(N)n2)cc(C(C)(C)C)c1 | -2 | -1 | 5 | 3.7 | 2 | -9 | 6 | 0.9 | -2 | 5.8 | -1.2
O=C(CNS(=O)(=O)c1ccc(Br)s1)N1CCC(N2CCCCC2)CC1 | 6 | -1 | -2 | 2.7 | 11 | 9 | 2 | 2.5 | -5 | 4.7 | -0.1
O=c1cc(NCc2ccccc2)c2ccccc2o1 | 0 | 2 | 3 | 6.0 | 6 | 6 | -9 | 3.2 | -5 | 3.9 | 2.7
COc1ccc(/C=C2/N=C3CCCCCN3C2=O)cc1 | 5 | -6 | -8 | 3.5 | -11 | -14 | -10 | -1.3 | -12 | 2.8 | 2.8
O=C1Nc2cc(C(=O)NCC3CCCO3)ccc2S/C1=C/c1ccccc1F (stereo unspecified) | 0 | 1 | -15 | -0.7 | 5 | -23 | 85 | -0.4 | -3 | 1.3 | 0.4
O=C(NCCc1c[nH]c2ccccc12)OCCSS(=O)(=O)O | 6 | 5 | -1 | 5.4 | -1 | -18 | 105 | 2.0 | -9 | 3.4 | 1.0
N=c1ccccn1CC(O)COc1ccccc1 (stereo unspecified) | -2 | -1 | 5 | 2.4 | -2 | 5 | -6 | 1.1 | -3 | 2.2 | 0.2

Structures above with an aryl thioether with sulfur outside any ring (two):
SMILES | HTR5A ag | DAGLB inhibitor | PKA-R1A activ | phage Ecoli inh | Tat transport | HTR5A inv ctr | SUMO Mot1 rescue | E coli growth | PKA-R2B activ | AddAB inh | CDK5 p35 inh
CC1Cc2ccccc2N1C(=O)CSc1nc2cc3c(cc2cc1C#N)OCO3 (stereo unspecified) | 0 | -3 | -2 | 1.1 | 3 | -1 | -5 | -0.7 | -14 | 2.3 | 2.1
COc1ccc(C(=O)NCc2nnc(SCCOc3ccccc3)n2C)cc1 | 0 | 0 | 5 | 1.6 | -1 | 1 | 26 | -1.9 | 5 | 1.2 | 1.8
